From PubChem
SKN-1 inh: suppressors of acrylamide-induced Pgst-4::GFP reporter in worms, primary screen, SKN-1 inhibitor project, whole organism, uHTS, GFP/RFP fluorescence ratio, strain VP596; inhibition, % at 21.8 µM; AID 624304, 2012; hit rate 0.49% among 360,000; C. elegans VP596 Pgst-4::GFP/RFP ratio, 24 h;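 active means interference check ratio from 0.5 to 1.5 plus GFP to RFP signal ratio inhibition reaching or exceeding a fixed threshold, cut at about 30% in these data, passing the limit was not always enough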; further: some compounds called inactive have numbers as strong as hits
MT1-MMP act inh: blockers of MT1-MMP proenzyme processing, primary screen, HT1080 RFP-PRO-GFP cells, GFP/RFP fluorescence | Matrix metalloproteinase-14 (Homo sapiens), P50281 | GFP/RFP ratio fluorescence, overnight; percent of plate control window, DMSO zero | GFP/RFP ratio change, % at 20 µM | hit rate 0.061% among 360,000 | AID 651647, 2012;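 active means GFP/RFP ratio change of at least 30% with cell ATP level not reduced by more than half and red fluorescence within 50% of control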; further: strong numbers were not always called active
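Material – HT1080 RFP-PRO-GFP cells · Control set – DMSO wells and RFP-L50D-GFP cells · Incubation – overnight cell settling, then overnight compound exposure, 37 °C, 5% CO2 · Compound dosing – single-point 20 µM compound, 1% DMSO · Read-out – GFP/RFP fluorescence ratio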
FAS TE block: FAS thioesterase domain inhibitors, primary screen, biochemical, fluorescence intensity, uHTS | Fatty acid synthase (Homo sapiens), P49327 | recombinant FAS-TE, OMFH fluorogenic substrate, fluorescence endpoint | inhibition, % at 15 µM | hit rate 0.67% among 360,000 | AID 602261, 2012;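 active means compounds whose normalised, plate-corrected inhibition of enzyme fluorescence in the single-dose primary screen is 50% or more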;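 further: 0% = DMSO with enzyme and 100% = substrate without enzyme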
Neddylation inh: inhibitors of cullin neddylation, primary screen, biochemical, TR-FRET, uHTS, NAE and Ubc12; hit rate 0.58% among 360,000; AID 651699, 2012; calls only at 25 µM; NEDD8-conjugating enzyme Ubc12 (Homo sapiens) + NEDD8-activating enzyme E1 regulatory …; in the data active means inhibition above about 36%
Rin1 Abl inh: inhibitors of Rin1-Abl protein binding, primary screen, biochemical, TR-FRET | Tyrosine-protein kinase ABL1 (Homo sapiens) + Ras and Rab interactor 1 (Homo sapiens), … | inhibition, % at 7.35 µM | hit rate 0.4% among 360,000 | AID 588664, 2011; in the data active means inhibition above about 5%, passing the limit was not always enough
MsrA act: bovine MsrA enzyme activators, primary screen, biochemical, absorbance, HTS; AID 602163, 2012; Methionine sulfoxide reductase A (Bos taurus); hit rate 0.3% among 360,000; activation, % at 10.6 µM; purified bovine MsrA, absorbance read-out; in the data active means activation above about 7.5%;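 further: 0% = vehicle and 100% = reference activator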
MsrA inh: bovine MsrA enzyme inhibitors, primary screen, biochemical, absorbance, HTS | Methionine sulfoxide reductase A (Bos taurus) | purified bovine MsrA, absorbance read-out | inhibition, % at 15.5 µM | hit rate 0.75% among 360,000; in the data active means inhibition above about 4.5%;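 further: 0% = vehicle wells with enzyme and 100% = reference inhibitor wells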
CendR NRP1 mod: modulators of CendR peptide binding to NRP-1, primary screen, biochemical, fluorescence polarization, uHTS | Neuropilin-1 (Homo sapiens), O14786 | FAM-RPARPAR peptide binding to NRP-1 | inhibition, % at 25 µM | hit rate 0.85% among 360,000 | AID 602438, 2012;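 active means inhibition or corrected inhibition above about 18%, plus a signal ratio from 0.5 to 1.5, limit read from the data, passing the limit was not always enough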; further: strong numbers were not always called active
eLon inh: inhibitors of E. coli Lon protease, primary screen, biochemical, fluorescence polarization; inhibition, % at 7.94 µM; AID 602123, 2011; P0A9M0; purified E. coli Lon protease; hit rate 0.42% among 360,000; in the data active means inhibition above about 13%, passing the limit was not always enough;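 further: 0% = enzyme with probe and DMSO and 100% = no enzyme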
The depositor's hits bear a star; i = inactive; . = no result given; + = active, no number.

SMILES | SKN-1 inh | MT1-MMP act inh | FAS TE block | Neddylation inh | Rin1 Abl inh | MsrA act | MsrA inh | CendR NRP1 mod | eLon inh
Cn1c(=O)[nH]c(=O)c2c1nc(CN1CCOCC1)n2CCCO | -0.9 | 4.0 | -5.7 | i | 1.5 | -0.8 | 0.4 | -3.5 | -1.3
Cn1nc(C(F)(F)F)c(C#N)c1N1CCN(c2cccc(C(F)(F)F)c2)CC1 | 1.7 | -5.6 | 39.1 | i | 4.8 | 1.2 | 0.6 | 39.0* | 4.7
COc1cccc(CN2CCN(C(=O)c3cc(-c4cccnc4)nc4ccc(C)cc34)CC2)c1 | 10.3 | -5.2 | 5.6 | i | 0.9 | -2.6 | -0.7 | -5.5 | 5.8
CC(=O)Nc1ccc(S(=O)(=O)N2c3ccccc3C(C)=CC2(C)C)cc1 | -5.8 | 1.7 | 33.1 | i | -0.3 | -1.1 | -0.1 | -8.8 | -0.7
CS(=O)(=O)Nc1ccc2[nH]c(=O)[nH]c2c1 | 1.9 | -2.2 | -3.4 | i | -1.8 | -3.6 | . | 5.2 | -1.5
COc1cc(C2C(C#N)=C(N)Oc3c2ccc2ccccc32)ccc1OCC(=O)Nc1ccccc1C (stereo not drawn) | 27.2 | -9.6 | 24.1 | i | -7.5 | -0.3 | 0.5 | 18.4 | -2.2
Cc1cc2[nH]c3ccccc3c2c(C)n1 | -7.2 | -11.5 | -10.8 | + | 1.2 | -13.3 | -1.1 | 5.0 | -6.9
O=c1cc(N=Nc2ccc(Cl)cc2)[nH]c(=O)[nH]1 | 10.1 | 4.8 | -10.6 | i | -5.4 | -1.4 | 0.7 | 5.2 | -8.9
CCOc1ccc(-c2c(C(=O)N/N=C/c3sccc3C)nnn2-c2nonc2N)cc1 | -5.8 | 3.5 | 12.4 | i | -1.7 | -2.5 | 2.5 | 23.6* | 3.0
Oc1ccc(Cl)cc1C=NN1CCCCCC1 | 14.2 | 4.9 | 21.3 | i | 5.9 | -5.5 | 2.2 | 4.7 | 3.8
CN(C)C(CNc1ccc([N+](=O)[O-])cc1C#N)c1ccccc1 (stereo not drawn) | -8.1 | -2.1 | 1.0 | i | -0.8 | -2.9 | -0.8 | 2.9 | 0.2
CC1=C(C#N)C(=O)NC(C)(C)C1 | 6.0 | -8.8 | -5.6 | i | 0.6 | 5.5 | -0.1 | 11.7 | -1.9
Cc1cccc(CSCC(=O)NCc2ccc(S(N)(=O)=O)cc2)c1 | 9.6 | 1.7 | -2.1 | i | -2.6 | -2.4 | -1.4 | -1.0 | -4.6
CCCC1C2CN(C(C)=O)CC=C2C(C#N)=C(N)C1(C#N)C#N (stereo not drawn) | -6.6 | -41.3 | -0.1 | i | -2.8 | 1.6 | 0.0 | 12.5 | 5.5
CC(C)NC(=O)Nc1cccc2c1O[C@H](CN(C)C(=O)Nc1ccccc1)[C@@H](C)CN([C@H](C)CO)C2=O | 5.9 | 0.0 | -6.6 | i | 4.8 | -3.3 | 1.0 | 3.4 | -4.0
CCOc1ccc(N(C)C(=O)CCc2nnc3ccc(N4CCC5(CC4)OCCO5)nn23)cc1 | -5.5 | . | -9.3 | i | 2.1 | -11.7 | -0.7 | 4.9 | 7.6
N#Cc1ccccc1S(=O)(=O)N1CCN(C(=O)C2COc3ccccc3O2)CC1 (stereo not drawn) | -4.5 | -1.7 | -0.2 | i | -0.9 | -5.2 | -0.6 | -6.4 | -9.4
COc1ccc(OC)c(-c2cc(C(=O)Nc3c(C)nn(Cc4ccc(Cl)cc4)c3C)no2)c1 | 10.6 | -0.5 | 26.1 | i | -0.3 | -13.1 | 1.4 | 4.8 | -3.8
CCN(CC)C(C)C(=O)NCC1(c2ccccc2)CCOCC1 (stereo not drawn) | -21.4 | 2.7 | -7.2 | i | 2.4 | -2.6 | -1.7 | -1.1 | 3.2
O=C(Cc1ccccc1)NCC(=O)N/N=C/c1cccnc1 | -6.6 | -0.7 | -11.1 | i | -1.5 | -1.2 | -0.1 | -11.5 | 11.4
CN(C)CCNC(=O)C(=O)NCC1OCCN1S(=O)(=O)c1ccc2c(c1)OCCO2 (stereo not drawn) | 7.8 | 0.0 | -2.7 | i | -2.3 | -1.9 | -0.2 | -12.0 | -0.1
C[C@H](CO)N1C[C@H](C)[C@@H](CN(C)S(=O)(=O)c2ccc(F)cc2)Oc2ccc(NC(=O)NC3CCCCC3)cc2C1=O | 2.3 | -3.5 | -2.7 | i | 1.2 | -1.1 | 0.1 | 4.6 | 0.0
COc1cc(C(=O)N2C(=O)c3cccc(N)c3C2=O)cc(OC)c1OC | -0.9 | 1.0 | -2.8 | i | -1.6 | -2.8 | -1.5 | -10.4 | 3.6
CCOC(=O)c1cnc(-c2ccccc2)nc1N(C)C | 6.0 | 0.1 | 0.4 | i | 4.5 | -13.7 | 0.1 | 12.3 | -2.6
CCN(CC)CCCN1C(=O)C(O)=C(C(=O)c2cc3cccc(OC)c3o2)C1c1ccncc1 (stereo not drawn) | 6.0 | -8.1 | -5.2 | i | 0.5 | -3.8 | 4.8* | -10.3 | -6.1

Full records as entered above.
Entry for COc1cc(C2C(C#N)=C(N)Oc3c2ccc2ccccc32)ccc1OCC(=O)Nc1ccccc1C (stereo not drawn) : SKN-1 inh = 27.2; MT1-MMP act inh = -9.6; FAS TE block = 24.1; Neddylation inh = i; Rin1 Abl inh = -7.5; MsrA act = -0.3; MsrA inh = 0.5; CendR NRP1 mod = 18.4; eLon inh = -2.2
Entry for N#Cc1ccccc1S(=O)(=O)N1CCN(C(=O)C2COc3ccccc3O2)CC1 (stereo not drawn) : SKN-1 inh = -4.5; MT1-MMP act inh = -1.7; FAS TE block = -0.2; Neddylation inh = i; Rin1 Abl inh = -0.9; MsrA act = -5.2; MsrA inh = -0.6; CendR NRP1 mod = -6.4; eLon inh = -9.4

(listing goes on)
SMILES | SKN-1 inh | MT1-MMP act inh | FAS TE block | Neddylation inh | Rin1 Abl inh | MsrA act | MsrA inh | CendR NRP1 mod | eLon inh
O=C(N/N=C/c1cc([N+](=O)[O-])ccc1O)c1ccc(COc2ccc3c(c2)CCC3)o1 | -11.8 | -28.1 | 23.5 | i | -2.0 | -5.3 | 0.3 | 1.4 | 2.3
CC1(C)c2ccccc2N2CC(=O)N[C@@]21/C=C/C=C/c1ccccc1 | -1.1 | -8.2 | 13.8 | i | -5.1 | -5.3 | 0.8 | 20.9 | -2.9
O=C1CCCN1c1ccc(S(=O)(=O)NCc2ccc(F)cc2)cc1 | 9.9 | -0.9 | -1.7 | i | -1.0 | -1.4 | -0.7 | -12.0 | -9.7
O=C(Nc1ccc(C(=O)O)cc1)/C(=C\c1cccc([N+](=O)[O-])c1)NC(=O)c1ccc(Br)o1 | 3.0 | . | 2.3 | i | -3.5 | -2.9 | 0.0 | -4.6 | 6.0
C[C@H](NC(=O)c1[nH]cnc1C(=O)Nc1ccc(CNC(=O)OC(C)(C)C)cc1)C(=O)OCc1ccccc1 | 2.3 | 5.4 | 12.3 | i | 5.0 | -3.3 | -1.6 | 14.7 | -14.7
CCn1c(CC(=O)Nc2ccc(C)cc2)nnc1SCC(=O)NCCc1ccccc1 | 13.5 | 4.8 | -4.5 | i | 0.5 | -0.1 | 0.1 | -9.1 | 2.0
COc1ccc2c(c1)CCCC21NC(=O)N(CC(=O)N2CC(C)OC(C)C2)C1=O (stereo not drawn) | 7.2 | . | -4.2 | i | 1.7 | -13.6 | 1.3 | 0.3 | 6.8
CC(C)Oc1ccc(NC(=O)c2ccncc2)cc1 | 29.4 | 0.5 | -8.8 | i | -0.6 | -1.4 | 1.6 | 10.8 | -1.8
Cc1cc(C)c(C)c(S(=O)(=O)N2C(=S)NC(=O)C2C(C)C)c1C (stereo not drawn) | 10.5 | -0.4 | -5.1 | i | 0.6 | -6.7 | -1.1 | -6.4 | -10.3
CCN(CC)S(=O)(=O)c1ccc(N2C(=O)Nc3ccccc3N2O)cc1 | -2.4 | 4.2 | -13.5 | i | -0.5 | -3.0 | 0.5 | 11.2 | -2.4
O=C(O)CC(CN1C(=O)c2ccccc2C1=O)c1ccccc1 (stereo not drawn) | 18.0 | 1.6 | -3.4 | i | 1.1 | -1.6 | 1.2 | 16.1 | -3.3
CCOC(=O)c1c(NC(=O)CCN2CCOCC2)sc(C)c1-c1ccccc1 | -0.6 | -3.3 | 24.3 | i | -0.2 | 0.2 | -0.4 | 4.2 | -3.0
CN1CCN(S(=O)(=O)c2cccc(C(=O)Nc3ccccc3N3CCOCC3)c2)CC1 | 0.1 | -1.1 | -6.1 | i | 3.3 | -7.2 | 0.8 | 6.9 | -4.9
CCC(CO)Oc1cc(NCc2ccc(Cl)cc2)c2ncn(C(C)C)c2c1 (stereo not drawn) | 7.5 | -3.3 | -0.1 | i | 2.0 | -1.9 | 2.2 | -13.8 | -8.3
COc1ccc(C(=O)NCCCNC(=O)c2cccnc2)cc1OC | -6.1 | 2.1 | -1.8 | i | 4.5 | -1.6 | 0.2 | -7.9 | -4.7
O=C(CNCCO)N1CCc2ccccc21 | -8.7 | -2.0 | -4.3 | i | 2.3 | -1.4 | 1.4 | -5.8 | 5.3
CN(c1cccc(NC(=O)CN(c2cccc(F)c2)S(C)(=O)=O)c1)S(C)(=O)=O | 6.9 | -0.9 | -4.6 | i | 2.5 | 4.6 | -0.1 | 8.5 | 4.6
NS(=O)(=O)c1ccc(CNC(=S)NC(=O)c2ccco2)cc1 | 1.6 | 2.5 | -2.6 | i | 0.8 | -2.7 | 0.1 | -1.7 | -2.0
O=C(NCCc1ccccc1)C(=O)NCC1(c2ccccc2)CCCC1 | 28.4 | 4.8 | -9.8 | i | -4.4 | -3.0 | -1.1 | -16.2 | -1.3
Cc1nc(Oc2ccccc2)c2ccccc2n1 | 1.1 | 0.4 | -4.5 | i | -3.8 | -3.9 | -0.3 | 3.2 | -13.1
Cc1ccccc1N1CC2=C(C1=O)C(c1ccccc1)NC(=O)N2C (stereo not drawn) | 18.2 | 0.8 | -0.8 | i | -0.1 | -1.3 | 0.2 | 4.0 | -1.9
O=C(NCc1ccc(F)cc1)C(c1ccccc1)c1ccccc1 | 1.7 | -5.2 | 14.6 | i | 0.1 | -3.3 | 0.2 | 8.9 | -0.6
COc1ccccc1-n1nnnc1SCC(=O)NCC1(N2CCCCC2)CCCCC1 | -20.2 | 2.6 | -2.6 | i | -1.2 | -6.0 | -0.3 | 0.2 | -2.5
CN(C(=O)c1ccc(NC(=O)Cc2cccc(NC(=O)C3CCN(C(=O)c4ccccc4)CC3)c2)cc1)C1CCCC1 | 8.7 | 2.9 | -0.9 | i | 1.6 | -1.8 | -1.1 | 0.7 | 0.6
O=C(COC(=O)C1(c2ccccc2)CC1)NNC(=O)c1ccccc1F | 2.8 | 1.6 | -3.4 | i | 0.5 | -2.4 | -0.1 | 11.6 | -4.0

Printed as active in Neddylation inh (from the list above):
| mol | SKN-1 inh | MT1-MMP act inh | Neddylation inh | Rin1 Abl inh | MsrA act | MsrA inh | CendR NRP1 mod | eLon inh |
| --- | --- | --- | --- | --- | --- | --- | --- | --- |
| Cc1cc2[nH]c3ccccc3c2c(C)n1 | -7.2 | -11.5 | + | 1.2 | -13.3 | -1.1 | 5.0 | -6.9 |
